From PubChem BioAssay
human PMI inhibitors = human PMI inhibitors, high substrate, primary screen, biochemical, fluorescence intensity, high mannose 6-phosphate (AID 1220). 190,000 tested, 0.66% active. one-dose inhibition, % at 20 µM; IC50 in µM for titrated hits. recombinant PMI enzyme, coupled fluorescence intensity; higher % means a stronger effect. Mannose-6-phosphate isomerase (Homo sapiens)
NOD2 inhibition = NOD2 signaling inhibitors, cell-based, luminescence, uHTS, HEK293 (AID 1566); HEK293 NOD2/NF-kB luciferase reporter, luminescence; higher % means a stronger effect; one-dose inhibition, % at 4 µM; EC50 in µM for titrated hits; 290,000 tested, 0.63% active; note: many of its hits are not listed in these tables
TNAP activators = human TNAP enzyme activators, primary screen, biochemical, luminescent, no phosphate acceptor, uHTS (AID 1001) | purified TNAP, luminescent activation assay, no phosphate acceptor; higher activation fold means a stronger effect | Alkaline phosphatase, tissue-nonspecific isozyme (Homo sapiens) | activation fold at 20 µM, or EC50 in µM where a hit was titrated | 200,000 tested, 0.03% active; in the data active = activation fold from about 3, or a potency from the dose series; inactive = the rest, 99 in 100 with activation fold below about 1.6; note: many of its hits are not listed in these tables
XIAP antagonists = XIAP antagonists, biochemical, IAP family, fluorescence polarization (AID 1018); E3 ubiquitin-protein ligase XIAP (Homo sapiens); XIAP BIR domain, fluorescence polarization peptide displacement; higher % means a stronger effect; one-dose displacement, % at 20 µM; IC50 in µM for titrated hits; 200,000 tested, 0.007% active; in the data active = displacement above about 50%; note: a part of the inactive calls stands beside numbers as strong as those of hits
NOD1 NF-kB reporter = NOD1 signaling inhibitors, primary screen, cell-based, luminescence, uHTS (AID 1578); inhibition, % at 4 µM, or EC50 in µM where a hit was titrated; 290,000 tested, 1% active; NOD1-driven NF-kB luciferase reporter cells, luminescence; higher % means a stronger effect; in the data active = inhibition mostly above about 36%, no sharp cut-off; inactive = mostly below about 34%;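 note: HEK-293T reporter cells stimulated with the NOD1 agonist gamma-tri-DAP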
LYP phosphatase = inhibitors of LYP phosphatase, biochemical, fluorescence intensity, uHTS (AID 1779); inhibition, % at 11.5 µM; hits with a dose series show IC50 in µM; 290,000 tested, 0.054% active; Tyrosine-protein phosphatase non-receptor type 22 (Homo sapiens); recombinant LYP phosphatase, fluorescence intensity; higher % means a stronger effect;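 note: plate controls were vehicle with enzyme for no effect and no enzyme for full effect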
KOR beta-arrestin-1 = KOR antagonists, beta-arrestin recruitment, cell-based, luminescence, uHTS (AID 1778); inhibition, % at 10 µM; hits with a dose series show IC50 in µM; 290,000 tested, 0.091% active; Kappa-type opioid receptor (Homo sapiens); KOR beta-arrestin recruitment, luminescence, antagonist mode; higher % means a stronger effect; note: strong numbers were not always called active
human PMI inhibition = inhibitors of human PMI, primary screen, biochemical, fluorescence intensity, coupled assay (AID 1209). Mannose-6-phosphate isomerase (Homo sapiens). inhibition, % at 20 µM; hits with a dose series show IC50 in µM. purified PMI enzyme, coupled fluorescence intensity; higher % means a stronger effect. 190,000 tested, 0.42% active;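 note: plate controls were DMSO vehicle for no effect and wells lacking substrate for full effect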
KOR beta-arrestin-2 = KOR agonists, beta-arrestin recruitment, primary screen, cell-based, luminescence, uHTS (AID 1777); Kappa-type opioid receptor (Homo sapiens); KOR beta-arrestin recruitment, luminescence; higher % means a stronger effect; activation, % at 10 µM; hits with a dose series show EC50 in µM; 280,000 tested, 0.02% active; in the data active = activation above about 50%, passing the limit was not always enough; note: a part of the inactive calls stands beside numbers as strong as those of hits
The depositor's hits bear a star; · = no result given; [ ] = remark or other dose. Cut-off read from the data, not from the text of the source, unless noted: active = inhibition above about 50%; inactive = the rest. Only part of the results is shown; rates above refer to the full screens.

SMILES	human PMI inhibitors	NOD2 inhibition	TNAP activators	XIAP antagonists	NOD1 NF-kB reporter	LYP phosphatase	KOR beta-arrestin-1	human PMI inhibition	KOR beta-arrestin-2
CCOc1ccc(Nc2nc(Nc3ccc(O)cc3)nc(C)c2[N+](=O)[O-])cc1	8.9%	-1.4%	1	-0.9%	-17.8%	2.8%	-33.1%[20 µM]	11.0%	·
CCCCNC(=O)CSc1nc(N)c(C(=O)Nc2ccc(OC)cc2)s1	·	-7.3%	·	·	-11.5%	-2.9%	23.2%	·	0.5%
CCCCCCNc1c(C(=O)OCC)c(=O)[nH]c2ccccc12	7.5%	8.2%	1	-0.8%	23.1%	-3.8%	7.9%	6.1%	-2.0%
O=C(NNC(=O)c1cccs1)c1ccc(F)cc1	·	-27.6%	·	·	-14.2%	-2.3%	-55.2%	·	4.3%
CC(NC(=O)COC(=O)/C(=C/c1cccs1)c1cccs1)c1ccccc1 (configuration not stated)	8.8%	7.2%	1	-6.2%	-6.0%	11.8%	·	7.1%	-0.4%
CC(C)Oc1ccc(CNCCC2(C(C)C)CCOC(C)(C)C2)cc1 (configuration not stated)	-5.5%	-8.0%	1.2	0.8%	14.4%	-1.1%	16.9%	-2.9%	-7.3%
CNC(=O)c1c(NC(=O)c2ccc(S(=O)(=O)N3CCCCC3C)cc2)sc2c1CCN(C)C2 (configuration not stated)	·	28.8%	·	·	-24.4%	-4.6%	-24.2%	·	4.3%
COc1ccc(C(=O)n2nc(-c3ccco3)nc2N)cc1	-6.4%	-1.5%	1	-2.4%	-29.9%	-2.8%	25.0%	-3.0%	-5.9%
CCOC(=O)c1nnn(-c2nonc2OC)c1-c1ccccc1	7.3%	-3.0%	1.1	-5.4%	-1.5%	-6.6%	-27.4%	12.6%	0.5%
COc1cnn(Cc2ccccc2)c(=O)c1SCc1ccccc1	-2.1%	1.1%	1.1	0.6%	-1.2%	-4.3%	27.4%	-5.2%	-3.4%
CCN1CCCC1CNC(=O)c1ccc(N2CCOCC2)c(NS(=O)(=O)c2ccc(OC)cc2)c1 (configuration not stated)	-5.4%	5.6%	1.1	-1.0%	-33.1%	-6.2%	11.1%	-1.6%	-4.7%
O=C(NC(=S)NC(CO)c1ccccc1)c1ccc(F)cc1 (configuration not stated)	·	1.0%	·	·	-15.8%	1.2%	31.8%	·	-1.5%
CC(=O)N1CCN(C(=O)c2cc(S(=O)(=O)NCc3ccccc3)ccc2C)CC1	·	-12.6%	·	·	-28.6%	-6.3%	3.5%	·	1.9%
O=C(NNS(=O)(=O)c1ccc2ccccc2c1)c1cccs1	-0.8%	15.1%	0.8	-4.2%	-8.4%	-6.5%	-5.1%	-4.7%	-2.9%
CS(=O)(=O)N(CC(=O)Nc1ccc(S(=O)(=O)N2CCOCC2)cc1)c1ccccc1Br	-15.4%	3.1%	1	-6.8%	-21.2%	-7.9%	9.9%[20 µM]	2.7%	-3.0%
O=S(=O)(Nc1cnc2ccccc2c1)N1CCCCCC1	-4.3%	3.9%	1.1	2.7%	-4.5%	-5.3%	-71.7%	0.2%	3.2%
Cn1/c(=N\NC(=O)C2CCCCC2)sc2ccccc21	-3.2%	-18.2%	1.1	-2.8%	-59.2%	-2.4%	-10.3%	-5.4%	-5.0%
COc1cc(C(=O)Nc2ccc(NC(=O)c3cccc(Cl)c3)nc2)cc(OC)c1OC	·	25.3%	·	·	-8.5%	14.5%	-14.6%	·	-4.4%
COc1cc(NC(=O)COC(=O)CCOc2ccc(C)cc2)cc(OC)c1	·	3.6%	·	·	-16.9%	-5.6%	21.0%	·	0.5%
CC(NS(=O)(=O)c1ccc(Br)s1)c1ccccc1 (configuration not stated)	·	7.2%	·	·	2.4%	-8.0%	-24.8%	·	-5.3%
CS(=O)(=O)N(Cc1ccccc1Cl)c1ccc(C(=O)NCc2cccnc2)cc1	-6.6%	1.0%	1	-2.7%	-0.8%	-5.0%	8.0%	-8.0%	1.6%
O=C(NCC1CCCO1)c1ccc2c(c1)ncn2-c1cccc(F)c1 (configuration not stated)	·	-98.3%	·	·	14.1%	-7.4%	2.9%	·	3.8%
O=C(CNC(=O)c1ccc(S(=O)(=O)N2CCCC2)cc1)N/N=C/c1ccccc1Cl	7.7%	12.9%	1.1	-7.2%	-8.9%	-2.8%	-7.3%	19.3%	-1.7%
Cc1ccc(NC(=O)CN2C(=O)/C(=C\c3cccs3)SC2=S)cc1	-17.9%	-30.1%	1	-5.0%	-8.2%	-7.6%	-2.2%	-19.9%	-1.8%
C/C(=N\NC(=O)CNc1cccc(C)c1)c1ccc(Br)s1	14.6%	4.5%	1.2	-11.1%	-11.8%	2.5%	16.9%	20.7%	1.8%
COc1cccc(CNC(=O)CC2C(=O)NCCN2CCCc2ccccc2)c1 (configuration not stated)	·	3.0%	·	·	-20.4%	-5.3%	3.0%	·	6.5%
NCCc1nnc(SCc2ccc(F)cc2)o1	0.6%	11.4%	1	-4.5%	18.8%	-8.7%	15.6%	0.0%	-2.8%
O=C(NC(Cc1c[nH]c2ccccc12)C(=O)O)/C(=C/c1ccc(F)cc1)NC(=O)c1ccccc1 (configuration not stated)	·	25.9%	·	·	-8.4%	-5.4%	-5.0%	·	1.7%
COc1ccc(CN2CCN(C(=O)Cn3c(=O)oc4cc(Cl)ccc43)CC2)c(OC)c1OC	·	42.2%	·	·	-7.0%	-6.0%	2.4%	·	-7.5%
Cc1ccc2nc(-c3cccnc3SCC(=O)N3c4ccccc4CC3C)[nH]c2c1 (configuration not stated)	13.9%	-52.9%	1	-8.6%	-24.2%	8.1%	-20.1%	9.6%	-0.2%
COc1ccc(N(C)C(=O)CCS(=O)(=O)c2cccc3nsnc23)cc1	·	5.5%	·	·	-48.6%	-5.1%	-13.6%	·	-0.6%
COc1ccc(CC(=O)N/N=C(\C)CC(=O)Nc2ccc(N(C)C)cc2)cc1	·	4.3%	·	·	-14.2%	-9.7%	-14.7%	·	-4.2%
CCc1ccc(C(=O)N/N=C/c2ccncc2)s1	·	9.6%	·	·	-20.4%	-4.6%	5.9%	·	0.0%
CCCCNC(=O)NC1CCCC1	-3.9%	14.5%	1	-3.0%	-7.5%	-7.8%	-9.8%	5.5%	5.1%
CCc1nnc(NC(=O)CCN2C(=O)c3ccccc3S2(=O)=O)s1	6.0%	-1.6%	1.1	-7.6%	-10.8%	-11.1%	-49.6%	5.4%	7.4%
O=c1c(Cl)c(N2CCOCC2)cnn1-c1ncc(C(F)(F)F)cc1Cl	-2.4%	5.4%	1.1	-4.4%	-25.6%	-7.3%	-1.9%	0.1%	-2.5%
CCCN(CCC)C(=O)c1cc(-c2ccc3c(c2)OCO3)nc2ccccc12	10.5%	11.7%	1.1	-4.0%	19.0%	3.7%	-2.4%	14.7%	-3.6%
CN1CCC(N(C)C(=O)COc2ccccc2-c2ccccc2)CC1	-2.4%	-4.2%	1.1	-4.9%	-0.7%	-4.5%	-19.8%	-10.5%	3.4%
CCCN1Cc2cccc(C(=O)N3CCN(c4ccc(OC)cc4)CC3)c2C1=O	13.1%	-8.1%	1.2	0.6%	-1.2%	-1.1%	-1.2%	-2.2%	0.3%
Cc1c(Br)c([N+](=O)[O-])nn1CCCC(=O)N1CCN(c2ccccc2)CC1	2.2%	-5.5%	1.1	-1.9%	-12.1%	0.4%	9.7%	6.9%	1.9%
CC(C(=O)C12CC3CC(CC(C3)C1)C2)N1CCOCC1 (configuration not stated)	·	-19.0%	·	·	39.1%	-10.9%	-36.0%[20 µM]	·	9.5%
Cc1cc(C)c2[nH]c(O)c(N=NC3=NC(=O)CS3)c2c1	·	7.4%	·	·	-0.7%	2.3%	-14.8%	·	4.6%
CC(C)N(Cc1ccccc1)C(=O)CN1C(=O)COc2ccc(S(=O)(=O)N3CCCCCC3)cc21	·	3.8%	·	·	-13.4%	-4.1%	12.2%	·	-7.9%
CCOc1ccccc1NC(=O)c1ccccc1-c1nc(-c2ccccc2OC)no1	8.5%	-7.2%	1.1	-4.6%	39.6%	1.5%	-0.6%	9.1%	10.4%
COc1ccccc1CC(NC(C)=O)C(=O)NC1CCN(S(=O)(=O)c2ccccc2)CC1 (configuration not stated)	·	5.3%	·	·	6.5%	-8.8%	-21.2%	·	-2.8%

Nothing new here: entries from further up.
SMILES	human PMI inhibitors	NOD2 inhibition	TNAP activators	XIAP antagonists	NOD1 NF-kB reporter	LYP phosphatase	KOR beta-arrestin-1	human PMI inhibition	KOR beta-arrestin-2
COc1ccc(N(C)C(=O)CCS(=O)(=O)c2cccc3nsnc23)cc1	·	5.5%	·	·	-48.6%	-5.1%	-13.6%	·	-0.6%
COc1ccc(CC(=O)N/N=C(\C)CC(=O)Nc2ccc(N(C)C)cc2)cc1	·	4.3%	·	·	-14.2%	-9.7%	-14.7%	·	-4.2%

Next compounds:
SMILES	human PMI inhibitors	NOD2 inhibition	TNAP activators	XIAP antagonists	NOD1 NF-kB reporter	LYP phosphatase	KOR beta-arrestin-1	human PMI inhibition	KOR beta-arrestin-2
CC1Cc2ccccc2N1C(=O)COC(=O)Cn1cnc2ccccc2c1=O (configuration not stated)	5.3%	-2.5%	1.2	3.0%	-13.2%	0.7%	-7.4%	-0.3%	1.0%
CN(C)c1nc(N)nc(CSc2nnnn2-c2cccc3ccccc23)n1	1.4%	15.3%	1.1	-2.7%	22.2%	-5.7%	-15.6%	6.4%	0.4%
CC(=O)Nc1ccc(NC2CCCCC2NS(=O)(=O)c2ccccc2)cc1 (configuration not stated)	·	12.4%	·	·	-43.2%	-2.8%	42.2%	·	-4.0%
O=C1OCC(CO)(CO)N=C1NNc1ccccc1[N+](=O)[O-]	·	18.7%	·	·	-6.9%	-4.2%	-3.7%	·	·
CC(C)CNC(=O)/C(C#N)=C1\N=C(NC(=O)c2ccco2)c2ccccc21	·	17.2%	·	·	-5.6%	-7.9%	-61.0%	·	17.7%
COc1cc2c(cc1OC)C(C)N(C(=O)c1cccc([N+](=O)[O-])c1)CC2 (configuration not stated)	-12.0%	15.6%	1.1	0.7%	-6.2%	-9.1%	1.0%	-18.9%	-1.5%
O=c1c(Cc2ccc(Cl)cc2Cl)c(O)ccn1CCCN1CCOCC1	-5.3%	1.1%	1	-2.9%	-47.5%	-6.2%	-1.3%	-7.0%	-2.5%

Shown in CSV form: part of the list above
mol,human PMI inhibitors,NOD2 inhibition,TNAP activators,XIAP antagonists,NOD1 NF-kB reporter,LYP phosphatase,KOR beta-arrestin-1,human PMI inhibition,KOR beta-arrestin-2
COc1ccc(C(=O)n2nc(-c3ccco3)nc2N)cc1,-6.4%,-1.5%,1,-2.4%,-29.9%,-2.8%,25.0%,-3.0%,-5.9%
CCOC(=O)c1nnn(-c2nonc2OC)c1-c1ccccc1,7.3%,-3.0%,1.1,-5.4%,-1.5%,-6.6%,-27.4%,12.6%,0.5%
COc1cnn(Cc2ccccc2)c(=O)c1SCc1ccccc1,-2.1%,1.1%,1.1,0.6%,-1.2%,-4.3%,27.4%,-5.2%,-3.4%
CCN1CCCC1CNC(=O)c1ccc(N2CCOCC2)c(NS(=O)(=O)c2ccc(OC)cc2)c1 (configuration not stated),-5.4%,5.6%,1.1,-1.0%,-33.1%,-6.2%,11.1%,-1.6%,-4.7%
